Assay outcomes: PubChem BioAssay, Icahn School of Medicine at Mount Sinai
RBX1-CUL1 inh: human ROC1-CUL1 E3 ligase inhibition. in vitro K48 di-Ub FRET, acceptor:donor ratio, 45 min. P62877+Q13616. 140,000 compounds, 0.6% hits. inhibition, % at 10 µM; in the data active = inhibition above about 25%
Target sequence (P62877 whole entry, looked up): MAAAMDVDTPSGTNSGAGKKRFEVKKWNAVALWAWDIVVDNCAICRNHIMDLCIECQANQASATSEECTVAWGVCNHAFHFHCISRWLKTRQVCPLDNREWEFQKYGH
Target sequence (Q13616 whole entry, looked up): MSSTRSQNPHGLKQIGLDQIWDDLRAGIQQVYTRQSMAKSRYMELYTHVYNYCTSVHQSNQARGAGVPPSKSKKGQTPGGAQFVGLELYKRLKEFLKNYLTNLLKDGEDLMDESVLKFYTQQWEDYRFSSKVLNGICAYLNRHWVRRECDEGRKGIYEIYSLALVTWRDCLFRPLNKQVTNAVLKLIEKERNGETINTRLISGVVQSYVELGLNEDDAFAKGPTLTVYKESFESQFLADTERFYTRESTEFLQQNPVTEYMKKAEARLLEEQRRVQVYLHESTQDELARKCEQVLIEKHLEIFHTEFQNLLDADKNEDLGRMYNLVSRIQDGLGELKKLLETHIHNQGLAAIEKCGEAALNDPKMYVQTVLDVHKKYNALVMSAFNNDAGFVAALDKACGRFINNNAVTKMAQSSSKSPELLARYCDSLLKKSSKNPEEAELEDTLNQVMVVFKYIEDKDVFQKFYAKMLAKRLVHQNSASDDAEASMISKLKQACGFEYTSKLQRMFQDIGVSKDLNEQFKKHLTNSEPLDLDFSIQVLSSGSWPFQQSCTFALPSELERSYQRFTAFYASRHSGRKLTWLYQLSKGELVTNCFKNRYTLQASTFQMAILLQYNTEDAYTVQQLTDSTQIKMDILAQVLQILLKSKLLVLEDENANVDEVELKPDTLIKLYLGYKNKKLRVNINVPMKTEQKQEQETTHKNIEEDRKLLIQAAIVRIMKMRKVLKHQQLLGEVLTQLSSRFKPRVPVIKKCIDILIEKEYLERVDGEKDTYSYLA
Active calls of the source: *. The list is partial (hit frequency here may not be typical).

SMILES | RBX1-CUL1 inh
Cc1cc(C)c(NC(=O)c2sc3ncccc3c2N)c(C)c1 | 15.1
CCOC(=O)c1ccc(NC(=O)CSc2nnnn2-c2cccc(Cl)c2)cc1 | 5.2
O=C(CSc1nnc(-c2ccco2)o1)N1CCCCC1 | 16.0
COc1ccc(Cl)cc1NC(=O)CSc1nnc(Cc2ccccc2)n1C | 8.8
O=C(c1ccccc1OCCOc1ccccc1)N1CCCCC1 | 11.5
COc1ccc(-c2nc(CN(CCO)CCO)c(C)o2)cc1C | -5.5
O=C(NC1CCCCCCC1)c1cc(CN2CCOCC2)on1 | 2.4
CC(C)(C)C1CCC(OC(=O)CCC(=O)O)CC1 (stereo unspecified) | 2.2
COc1cc(CNCCCN2CCOCC2)ccc1OCc1ccccc1Cl | 4.5
O=C(Nc1ccc(Br)cc1F)N1CC=C(c2c[nH]c3ccccc23)CC1 | -4.6
CCc1n[nH]c(=S)n1/N=C/c1cccc2ccccc12 | 8.2
Cc1nn(-c2ccccc2)c(Cl)c1/C=N/NC(=O)COc1cc(Cl)ccc1Cl | 7.2
COc1ccccc1-c1nc(Cc2ccc(Cl)cc2)no1 | -5.4
COc1cccc(C(=O)NC(=S)Nc2ccccc2C(N)=O)c1 | 1.5
CCC(CC)NS(=O)(=O)c1cccc(C(=O)NCCOc2ccc(Cl)cc2C)c1 | -1.3
Cc1[nH]c2c(C)cccc2c1CCNC(=O)c1cc2ccccc2oc1=O | 6.4

The last 4 entries of the section before are carried over, then new ones follow:
SMILES | RBX1-CUL1 inh
COc1ccccc1-c1nc(Cc2ccc(Cl)cc2)no1 | -5.4
COc1cccc(C(=O)NC(=S)Nc2ccccc2C(N)=O)c1 | 1.5
CCC(CC)NS(=O)(=O)c1cccc(C(=O)NCCOc2ccc(Cl)cc2C)c1 | -1.3
Cc1[nH]c2c(C)cccc2c1CCNC(=O)c1cc2ccccc2oc1=O | 6.4
Cn1c(NCC2CCCO2)nc2c1c(=O)n(Cc1ccccc1)c(=O)n2C (stereo unspecified) | 0.6
Cc1ccccc1-c1nc(SCC(=O)NCc2ccc(F)cc2)c2c(=O)n(C)c(=O)n(C)c2n1 | -1.1
O=C(Nc1ccc(-c2cscn2)cc1)C1CCCN(C(=O)Cn2cccn2)C1 (stereo unspecified) | -9.4
O=C1N=C(Cc2cn(Cc3ccc(F)cc3)c3ccccc23)C(=O)N1Cc1ccccc1 | -9.4
Cc1nnc2sc(/C=C/c3ccccc3)nn12 | -1.0
Cc1ccc(C)c(Cn2c(=O)c3c(nc4n(CCO)c(C)c(C)n34)n(C)c2=O)c1 | 13.3
CCOc1ccc2ccccc2c1C(=O)N1CCN(CC)CC1 | -5.7
Clc1ccc(-c2cn3c(nc4ccccc43)c(-c3ccccc3)n2)cc1 | 5.6
CC(C)CCNC(=O)C1CCN(S(=O)(=O)c2cccc3nsnc23)CC1 | -19.8
COC(=O)c1cc(O)c(C(=O)Nc2ccc(F)cc2)s1 | 2.3
Cc1ccc(-n2c(-c3ccco3)nc3c(cnn3-c3ccccc3C)c2=O)cc1 | -1.5
Cc1ccc(C)c(NC(=O)c2sc3nc(-c4cccs4)ccc3c2N)c1 | 6.6
CCc1ccc(NC(=O)NC(C)(C)CC)cc1 | 1.4
CCOc1cc(-c2nc(-c3ccc(Br)cc3)no2)cc(OCC)c1OCC | -3.3
CC(=O)Nc1ccc2[nH]c(C)c(C/C=C(\C)Cl)c(=O)c2c1 | -0.8
COc1ccc(NC(=O)CSc2nnc(-c3cccc(N)c3)n2C)cc1 | -3.3
O=C(c1cccc(COc2cccc3ccccc23)c1)N1N=C(C(F)F)CC1(O)C(F)F (stereo unspecified) | 9.1
CN1C(=O)Cc2cc(S(=O)(=O)CCC(=O)Nc3ccc(Cl)c(C(F)(F)F)c3)ccc21 | -6.5
COc1ccc(-c2cc(C(F)(F)F)nc(SCCC(=O)Nc3cccc(OC)c3)n2)cc1 | -10.0
Cc1cccc(NC(=O)CSc2nnc(-c3cnccn3)n2C)c1 | 4.8
CN1CCc2c(sc3c2C(=O)NC(c2ccc(Cl)s2)N3)C1 (stereo unspecified) | 2.8
Cc1sc2nc(SCC(=O)c3ccccc3)n(-c3cccc(Cl)c3)c(=O)c2c1C | -2.9
Cc1ccc(CCNC(=O)c2ccc3c(c2)nc2n3CCOC2)cc1 | -5.9
CN1c2ccccc2N(C)c2nc3ccccc3nc21 | -2.4
CC1CCN(CCOCCOc2ccccc2F)CC1 | -3.8
CN(C)CCOC(=O)C1(c2ccccc2)CCCC1 | -2.6
Cc1ccc2[nH]c3c(=O)n(CC(=O)N4CCN(c5cccc(C(F)(F)F)c5)CC4)ncc3c2c1 | -4.8
CCCCCSc1nc2sc3c(c2c(=O)n1-c1ccccc1C)CCCC3 | 8.6
COCc1ccc(CN2CCCC(CO)(CCc3ccccc3)C2)o1 (stereo unspecified) | 6.7
COc1ccccc1NC(=O)c1nc[nH]c1C(=O)Nc1nc2ccccc2[nH]1 | 1.8
O=C(Cn1ncn2cccc2c1=O)N1CCC(CCn2cccn2)CC1 | 1.9
CCOC(=O)c1ccc(N2C(=S)N=C(Nc3cccc(C)c3)C23CCCCC3)cc1 | 1.4
CCCC(=O)Nc1ccc(C)c(Cl)c1 | -10.9
CCOCCN1CCN(C(=O)CN2CCCC2=O)CC1 | -0.9
COc1ccc(Nc2ncc(C(=O)Nc3ccc(F)cc3F)c3ccccc23)cc1 | -3.9
CCCCN(C)Cc1c(C)[nH]c2ccccc2c1=O | -8.3
COc1cc(OC)cc(C(=O)Nc2ccc(N3CCN(C(=O)C(C)C)CC3)c(Cl)c2)c1 | -2.8
O=c1c2ccccc2n(Cc2c(F)cccc2Cl)c(=O)n1CCc1ccccc1 | -10.3
COC(=O)c1cccc(NS(=O)(=O)Cc2ccccc2)c1C | -5.6
O=C(NCC1CCCO1)c1ccccc1F (stereo unspecified) | 10.6
Cc1sc2ncnc(SCC(=O)Nc3cccc4ccccc34)c2c1C | 4.8
CCc1cccc(C)c1NC(=O)c1cc(C)nc2c1c(C)nn2-c1cccc(Cl)c1C | 2.8
Cc1ccccc1NC(=O)CSc1nc(-c2ccc(F)cc2)nc2c1Cc1ccccc1O2 | -2.6
CCOC(=O)c1cnc2ccc(OCC)cc2c1NCCc1ccc(OC)c(OC)c1 | 0.4
CC1CCc2cc(F)ccc2N1C(=O)C12CCC(C)(C(=O)O1)C2(C)C (stereo unspecified) | 0.4
CCOc1ccc(-n2nnc(C(=O)Nc3cccc(Cl)c3C)c2C)cc1 | -6.8
O=C(CCN1C(=O)c2ccccc2Sc2ncccc21)Nc1ccc(F)cc1 | 4.7
COc1cc(CNc2ccc3c(c2)ncn3C(C)C)cc(OC)c1OC | 7.4
OC1CCCN(CCNc2nc3nonc3nc2N2CCCCC2)C1 (stereo unspecified) | -1.7
O=C(OCC(I)COC(=O)c1ccc([N+](=O)[O-])cc1)c1ccc([N+](=O)[O-])cc1 | -8.3
CCCCC(CCC(=O)O)(C(=O)OCC)c1cnc(N)s1 (stereo unspecified) | -1.4
Cc1ccccc1CNC(=O)c1c(C)oc2c1C1=NCCN1C=N2 | 1.3
CCCc1cc(C(N)=O)c(NC(=O)c2c(CC)noc2C)s1 | -5.6
Clc1ccc(Nc2c(-c3ccccc3Cl)nc3ccc(Cl)cn23)cc1 | -8.4
O=C(CC1Sc2ccccc2NC1=O)NNC(=O)c1ccccc1O (stereo unspecified) | 5.4
NS(=O)(=O)c1ccc(NC(=S)NCc2ccc(Cl)cc2)cc1 | 5.0

(further entries)
SMILES | RBX1-CUL1 inh
O=C(CCS(=O)(=O)c1nc(-c2cccs2)cc(C(F)(F)F)n1)Nc1cccc(O)c1 | 18.6
CCOCC(=O)Nc1nnc(C)s1 | 8.0
CCC(C)NC(=O)C1CC(=O)N(c2ccc(C)cc2)C1 (stereo unspecified) | -4.6
Nc1c(C(=O)Nc2ccc(Br)c(C(F)(F)F)c2)sc2nc(-c3cccs3)ccc12 | 1.3
CC(C)(Oc1ccc(C(C)(C)C)cc1)C(=O)O | 6.4
Cc1ccccc1NC(=O)NCc1cccnc1 | 17.2
COc1ccc(F)cc1S(=O)(=O)Nc1ccc(F)cc1F | 7.5
CCn1c(-c2ccccc2F)nc2cc(C(=O)N3CC4CCC3C4)cc(NC(C)=O)c21 (stereo unspecified) | 2.6
COCCN1C(=O)CC(CC(=O)N2CCN(c3cccc(C)n3)CC2)(c2ccccc2Cl)C1=O (stereo unspecified) | -2.2
COc1ccc2c(c1)-c1nc(NC(=O)c3cc(OC)c(OC)c(OC)c3)sc1CC2 | -15.6
CC(CNC1CCN(c2ccc(C(=O)NCc3ccc4c(c3)OCO4)cc2)CC1)c1ccccc1 (stereo unspecified) | -2.7
COc1ccc(OCC(CN(C)C2NS(=O)(=O)C3CCCCC23)OC(=O)c2ccc(C)cc2)cc1 (stereo unspecified) | -2.8
O=S(=O)(Nc1nc2cc(Cl)c(Cl)cc2[nH]1)c1ccccc1 | -4.2
CCCCS(=O)(=O)/C=C\c1ccccc1 | -1.9
Cc1ccc(NC(=O)C2CCCN2S(=O)(=O)c2ccc3c(c2)n(C)c(=O)c(=O)n3C)cc1 (stereo unspecified) | -10.5
CNC(=S)Nc1cccc(C(F)(F)F)c1 | -7.3
COc1ccc(C(=O)Nc2cc(C)c(O)c(-c3nc4ccccc4s3)c2)cc1OC | -6.4
CCOc1ccc(NCC(=O)Nc2ccc(C)cc2)cc1 | -1.2
Cc1cc(C)n(CC(C)Nc2nncc(-c3ccc(F)cc3)n2)n1 (stereo unspecified) | -5.8
COCCn1c(CN2CCCCCCC2)cnc1S(=O)(=O)CC1CCCCC1 | 14.3
CSc1nc2ccc(S(=O)(=O)N3CCNCC3)cc2s1 | 2.3
O=C(C1CCOC1)N1CCc2[nH]nc(-c3cccc(F)c3)c2C1 (stereo unspecified) | -0.8
O=C(NNC(=O)c1ccccc1C(=O)O)c1ccccc1O | 6.8
CC(C)Cc1noc(-c2ccc(NCCN3CCOC3=O)nc2)n1 | -4.0
COc1ccc(NC(=O)C(=O)NCc2ccco2)c(OC)c1 | 7.1
CC(C)(C)OC(=O)N1CCC(c2nnc(SCc3ccccc3Cl)o2)CC1 | 3.8
Cc1ccc(NC(=O)c2cccs2)c(Br)c1 | 5.7
O=C1CC(c2cccs2)Sc2nc(-c3ccccc3)c(-c3ccccc3)n21 (stereo unspecified) | 2.1
CN(C)c1ccc(CNC(=O)c2ccccc2NC(=O)c2nsc3ccccc23)cc1 | 9.2
CN(C)CC/C=C1\c2cc(C(=O)O)ccc2CSc2ccccc21 | 1.0
CCC(Oc1ccc(-c2ccccc2)cc1)C(=O)NC (stereo unspecified) | 0.3
Cc1c(Cl)cccc1NC(=O)c1ccc(NC(=O)N2CCSc3ncccc32)cc1 | -4.1
CCCC1=NN2C(=N)/C(=C/c3ccccc3C(F)(F)F)C(=O)N=C2S1 | 8.5
Cc1ncoc1C(=O)NC1CCCN(C2CCCCCC2)C1 (stereo unspecified) | 5.5
COc1ccc2nc(Sc3ncn[nH]3)cc(C)c2c1 | -7.7
Nc1cc(C(=O)c2cccs2)ccc1Cl | -4.7
Cc1nc(-c2ccc(S(=O)(=O)Nc3ccc(Cl)c(C(F)(F)F)c3)cc2)co1 | 0.0
CCn1c2ccccc2c2cc(C(N)=O)c(N)nc21 | 13.4
COc1ccc2c(c1)c(=O)c(C(=O)c1ccccc1)cn2CC(=O)Nc1ccc2c(c1)OCCO2 | 4.6
Clc1ccccc1-c1nnc(SCc2nc(-c3ccccc3)no2)n1-c1ccccc1 | -3.0
COc1ccc(N2CCN(C(=O)c3cc4c(=O)n(Cc5cccs5)ccc4nc3C)CC2)cc1 | 7.4
COc1ccc(-c2nc(-c3ccccc3)c(-c3ccccc3)[nH]2)cc1Br | 2.3
O=S(=O)(c1ccccc1)c1nc(-c2ccccc2Cl)oc1N1CCCCCC1 | -10.3
COc1cc(-c2[nH]nc3c2C(c2cc(OC)c(OC(C)=O)c(OC)c2)C(C#N)C(=N)O3)cc(OC)c1OC (stereo unspecified) | -6.3
Cc1ccc(Cl)cc1NC(=O)CSc1ccc(C(=O)O)cn1 | -7.2
COc1ccc(C2CC(=O)C(C=Nc3ccccc3-c3ccccc3)C(=O)C2)cc1 (stereo unspecified) | -8.5
CCOC(=O)N1CCN(S(=O)(=O)c2cccc3cccnc23)CC1 | 10.4
C=CCCCCCCn1c(=S)oc2ccccc21 | 2.1
COc1ccc(CCNc2nc3ccc(Cl)cc3n3cnnc23)cc1OC | -0.1
O=C1C2C3C=CC(C3=C(c3ccccc3)c3ccccc3)C2C(=O)N1c1cccc(C(F)(F)F)c1 (stereo unspecified) | -9.8
Nc1cnn(Cc2ccc(Br)cc2)c1 | 1.8
Cc1ccc(NC(=O)c2cnc(N3CCCCC3)c3ccccc23)c(C)c1 | -5.7
Cc1ccc2c(=O)cc(C(=O)Nc3nc4ccc(Cl)cc4s3)oc2c1C | 2.2
Cc1cc(C)cc(-c2nnc3sc(C4CC4)nn23)c1 | -3.9
Cc1cccnc1CNC(=O)CC(c1cccc(O)c1)c1ccccc1Cl (stereo unspecified) | 4.4
CCc1c(C#N)c(SCc2c(C)noc2C)nc2c1C(=O)CC(C)(C)C2 | -6.3

(further entries)
SMILES | RBX1-CUL1 inh
COc1ccc(CC(=O)NCCS(=O)(=O)N2CCN(c3ccc(F)cc3)CC2)cc1OC | -0.7
O=C(CC1CCS(=O)(=O)C1)NCc1cccnc1N1CCCCCCC1 (stereo unspecified) | -1.1
CCOC(=O)C1CCN(C2=NC(=O)/C(=C/c3cn(-c4ccccc4)nc3-c3cccs3)S2)CC1 | 2.7
O=C(CCCCC(=O)NNC(=O)CCc1ccccc1)NNC(=O)CCc1ccccc1 | -8.4
